M4 antag = human M4 muscarinic receptor antagonists, primary screen, CHO cells, Fluo-8 calcium fluorescence; CHO-hM4 cells, ACh EC80; inhibition, % at 3 µM; AID 624125, 2012; actives 0.73% (n = 360,000);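 active = inhibition above its plate's cutoff, the mean inhibition of sample wells plus 3 SD, cut at about 27% in these data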;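 also: 0% = acetylcholine EC80 with DMSO and 100% = DMSO without agonist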
Target sequence (P08173 whole entry, looked up): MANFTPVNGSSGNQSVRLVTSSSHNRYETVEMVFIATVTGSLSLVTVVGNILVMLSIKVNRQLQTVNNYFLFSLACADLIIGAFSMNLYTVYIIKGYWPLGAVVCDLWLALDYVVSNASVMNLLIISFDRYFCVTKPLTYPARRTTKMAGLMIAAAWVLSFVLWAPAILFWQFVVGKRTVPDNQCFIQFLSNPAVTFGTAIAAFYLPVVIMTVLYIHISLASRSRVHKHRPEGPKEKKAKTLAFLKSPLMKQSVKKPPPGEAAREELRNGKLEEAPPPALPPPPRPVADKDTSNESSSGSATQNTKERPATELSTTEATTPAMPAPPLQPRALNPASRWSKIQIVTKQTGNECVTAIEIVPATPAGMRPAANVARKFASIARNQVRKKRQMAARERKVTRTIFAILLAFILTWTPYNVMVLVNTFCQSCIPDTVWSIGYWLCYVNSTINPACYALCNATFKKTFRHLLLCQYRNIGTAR
M4 ag = human M4 muscarinic receptor agonists, primary screen, CHO-K1 cells, Fluo-8 calcium fluorescence; CHO-K1 hM4/Gqi5; vehicle 0%, full acetylcholine response 100%; Muscarinic acetylcholine receptor M4 (Homo sapiens), P08173; activation, % at 3 µM; actives 0.14% (n = 360,000);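 active = activation above the run mean over all test wells plus 3 SD, cut at about 32% in these data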;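 also: peak over basal fluorescence ratio per well then scaled between controls; 0% = DMSO wells and 100% = acetylcholine at EC100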
M1 ag parental = counter-screen for M1 agonists: effect in parental CHO-K1 cells; Fluo-8 calcium fluorescence; scaled to maximal ATP response, vehicle zero; activation, % at 3 µM; actives 0.48% (n = 360,000); in the data active = activation above about 15%;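 also: untransfected CHO-K1 host cells lacking M1 receptor as counterscreen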
M5 ag = human M5 muscarinic receptor agonists, primary screen, CHO-K1 cells, Fluo-8 calcium fluorescence; AID 624037, 2012; activation, % at 3 µM; Muscarinic acetylcholine receptor M5 (Homo sapiens), P08912; actives 0.19% (n = 360,000); CHO-K1 hM5 cells; 0% DMSO wells, 100% maximal acetylcholine response;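 active = activation above the run's mean over test compounds plus 3 SD, cut at about 23% in these data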;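 also: signal is peak over basal fluorescence ratio across the kinetic read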
Target sequence (P08912 whole entry, looked up): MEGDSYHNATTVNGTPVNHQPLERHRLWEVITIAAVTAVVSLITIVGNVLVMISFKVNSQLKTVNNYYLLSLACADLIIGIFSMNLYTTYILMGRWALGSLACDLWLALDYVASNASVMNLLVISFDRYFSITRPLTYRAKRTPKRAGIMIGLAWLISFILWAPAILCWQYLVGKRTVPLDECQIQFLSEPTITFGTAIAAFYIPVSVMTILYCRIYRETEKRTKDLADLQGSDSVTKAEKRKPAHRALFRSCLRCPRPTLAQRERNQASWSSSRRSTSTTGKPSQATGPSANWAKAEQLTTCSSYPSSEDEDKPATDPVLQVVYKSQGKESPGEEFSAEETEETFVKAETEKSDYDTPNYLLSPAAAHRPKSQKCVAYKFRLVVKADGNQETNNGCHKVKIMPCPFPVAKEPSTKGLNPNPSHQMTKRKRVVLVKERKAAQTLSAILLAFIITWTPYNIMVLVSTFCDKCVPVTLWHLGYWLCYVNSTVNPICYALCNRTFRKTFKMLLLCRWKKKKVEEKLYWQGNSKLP
CHO-K1 Ca PAM = nonselective calcium activators in parental CHO-K1 cells, primary screen, counter-screen for M1 PAM project, cell-based, Fluo-8 calcium fluorescence, full deck, 1536-well | activation, % at 3 µM | ATP EC20; 0% at ATP EC20, 100% at ATP max | actives 0.02% (n = 360,000);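 active = activation above the run cutoff, the mean activation of all test compounds plus 3 SD, cut at about 40% in these data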;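 also: peak over basal fluorescence ratio in a 140 s read after ATP addition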
M5 PAM = human M5 muscarinic receptor positive allosteric modulators, primary screen, CHO-K1 cells, Fluo-8 calcium fluorescence | AID 624038, 2012 | actives 0.3% (n = 360,000) | Muscarinic acetylcholine receptor M5 (Homo sapiens), P08912 | activation, % at 3 µM | CHO-K1 hM5, ACh EC20 PAM; 0% = ACh EC20, 100% = ACh EC100;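 active = activation above the run cutoff, the mean activation of all test compounds plus 3 SD, cut at about 18% in these data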
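Assay system: CHO-K1 hM5 cells. Also added: acetylcholine at EC20 concentration, added after compound. Dosing: 3 µM, single dose. Times: compound preincubation 140 s before EC20 acetylcholine addition. Signal: Fluo-8 calcium fluorescence. Measure: % activation relative to EC20 and EC100 ACh responses. Repeats: singlicate, one well per test compound.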
CHO-K1 Ca antag = nonselective inhibitor or artifact in parental CHO-K1 cells; ATP-induced calcium, Fluo-8 fluorescence; inhibition, % at 3 µM; actives 0.6% (n = 360,000);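 active = inhibition above a per-plate cutoff, the plate's mean sample inhibition plus 3 SD, cut at about 24% in these data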;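 also: 0% = DMSO plus EC80 ATP and 100% = DMSO alone without ATP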
M4 PAM = human M4 muscarinic receptor positive allosteric modulators, primary screen, CHO-K1 cells, Fluo-8 calcium fluorescence. CHO-K1 hM4/Gqi5, ACh EC20; 0% = ACh EC20, 100% = maximal ACh. activation, % at 3 µM. actives 0.4% (n = 360,000);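 active = activation above its plate's cutoff, the mean activation of sample wells plus 3 SD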; also: some results filed as inactive read as strong as hits
CHRM5 antagonist = human M5 muscarinic receptor antagonists, primary screen, CHO cells, Fluo-8 calcium fluorescence | inhibition, % at 3 µM | Muscarinic acetylcholine receptor M5 (Homo sapiens), P08912 | actives 0.59% (n = 360,000) | CHO-hM5 cells, ACh EC80 | AID 624040, 2012;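 active = inhibition above a per-plate cutoff, the mean of that plate's test compounds plus 3 SD, cut at about 27% in these data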;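 also: 0% = acetylcholine EC80 with DMSO and 100% = DMSO without agonist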
* hit, by the source's call; / = not tested or not shown.

Each structure is followed by: M4 antag | M4 ag | M1 ag parental | M5 ag | CHO-K1 Ca PAM | M5 PAM | CHO-K1 Ca antag | M4 PAM | CHRM5 antagonist
CCOC(=O)C1(CCOC)CCN(Cc2ccc(C(=O)OC)cc2)CC1
    1 | 1 | 0.0 | -10 | 19 | 8 | -12 | -10 | 2
CN(C[C@H](Cc1ccccc1)N(C[C@H](Cc1ccccc1)N(CC1(c2ccccc2)CC1)N=O)N=O)N=O
    -2 | 1 | -0.2 | 2 | 3 | -4 | -9 | 3 | 10
Cc1cc(C(=O)COC(=O)C2=NNC(=O)CC2)c(C)n1-c1ccccc1
    5 | -1 | 0.1 | -3 | 1 | -8 | 3 | -3 | 11
Cc1cc(C)c(-c2csc(NC(=O)/C=C/c3cccs3)n2)c(C)c1
    8 | -1 | 0.0 | -6 | 11 | -16 | -12 | -11 | 9
COc1ccc(C(=O)c2ccc(OC)c(OC)c2)cc1OC
    -8 | 0 | 0.7 | -2 | 18 | 3 | -6 | 0 | 1
COc1ccc2cc3cc(C(=O)N4CCCC(C)C4)oc3nc2c1 (centres undefined)
    -1 | 3 | 0.3 | -3 | 18 | -1 | -14 | 4 | -4
CCCN1CCC(=O)N([C@H](CSc2ccc(C)cc2)c2ccccc2)CC1
    1 | 3 | 0.1 | -10 | -15 | -17 | 3 | -1 | 6
CCOC(=O)C1C(=O)Oc2ccc3ccccc3c2C1C1CCOC1=O (centres undefined)
    -7 | 1 | -0.1 | 2 | 15 | 0 | 0 | 3 | 6
CCN(Cc1cc2ccccc2[nH]c1=O)S(=O)(=O)c1ccc(OC)cc1
    -4 | 10 | 8.2 | 7 | 4 | 2 | -12 | -4 | -12
Cc1ccc(S(=O)(=O)N2CCN(C(=O)C3CCN(C(=O)c4ccccc4C)CC3)CC2)cc1C
    3 | 8 | 5.4 | 4 | 13 | 2 | -26 | -6 | -4
C[C@H](CO)N1C[C@H](C)[C@@H](CN(C)C(=O)Nc2ccccc2)Oc2ccc(NC(=O)Cn3cnnn3)cc2C1=O
    -1 | 1 | 0.4 | 0 | 7 | 1 | -6 | -3 | -4
Cc1cc(Nc2cc(Cl)nc(Sc3ccc(NC(=O)C4CC4)cc3)n2)n[nH]1
    10 | 5 | 3.1 | 1 | -6 | -12 | -1 | 6 | 10
O=C(CN1C(=O)c2ccccc2C1=O)Nc1ccc(N2CCOCC2)cc1
    -8 | 1 | 1.3 | 0 | 2 | -6 | 1 | 7 | 6
O=C(NCCC1=CCCCC1)C1CC(=O)N(C2CCCCC2)C1 (centres undefined)
    -8 | 0 | 0.1 | 0 | 17 | 5 | -8 | 10 | -5
O=C(Nc1ccccc1)c1ncoc1-c1ccc(Cl)cc1
    -4 | 0 | -0.2 | 4 | 0 | 7 | 3 | 7 | -6

Just CHO-K1 Ca antag, for 2 of the compounds above:
Molecule | CHO-K1 Ca antag
COc1ccc2cc3cc(C(=O)N4CCCC(C)C4)oc3nc2c1 (centres undefined) | -14
CCCN1CCC(=O)N([C@H](CSc2ccc(C)cc2)c2ccccc2)CC1 | 3

Back to the main list; the 2 compounds before the break are reprinted first.
Each structure is followed by: M4 antag | M4 ag | M1 ag parental | M5 ag | CHO-K1 Ca PAM | M5 PAM | CHO-K1 Ca antag | M4 PAM | CHRM5 antagonist
O=C(NCCC1=CCCCC1)C1CC(=O)N(C2CCCCC2)C1 (centres undefined)
    -8 | 0 | 0.1 | 0 | 17 | 5 | -8 | 10 | -5
O=C(Nc1ccccc1)c1ncoc1-c1ccc(Cl)cc1
    -4 | 0 | -0.2 | 4 | 0 | 7 | 3 | 7 | -6
CCOC(=O)/C=c1\s/c(=C\c2ccc(C#N)cc2)c(=O)n1CC(=O)Nc1cccc(C)c1C
    -3 | 2 | 0.9 | -3 | -10 | 1 | -18 | 13 | 0
CC(=O)Oc1ccc(N(c2ccccc2)S(=O)(=O)c2ccc(C)cc2)cc1
    -2 | -2 | 1.1 | -7 | 25 | 2 | -17 | -9 | 6
O=C(c1ncc[nH]1)c1cccs1
    -2 | 0 | 0.3 | -1 | 11 | 3 | -2 | 11 | 6
O=C(Cn1nc(-c2ccccc2)c2ccccc2c1=O)NN1CCOCC1
    -4 | 2 | 0.1 | 3 | -4 | 8 | -2 | 3 | 2
COc1cc2c(cc1NC(=O)COc1ccc3ccccc3c1)oc1ccccc12
    -9 | 0 | 0.7 | -9 | 22 | 11 | -9 | 8 | -11
CCOC(=O)c1cc2c(=O)n3ccccc3nc2n(CCCOC)c1=NC(=O)C(C)(C)C
    5 | 3 | 0.2 | -4 | 5 | 17 | -12 | 11 | -7
Cc1ccc(OCC(=O)c2cc(C)n(CC(F)(F)F)c2C)c([N+](=O)[O-])n1
    -3 | 6 | 3.2 | 4 | -2 | 3 | -7 | 4 | 6
CCOC(=O)c1ccc(NC(=O)c2nn(C)cc2Br)cc1
    1 | 1 | -0.4 | -6 | 1 | 3 | 1 | 2 | -8
CCn1c(SCC(=O)N2CCCCC2C)nnc1-c1ccc(S(=O)(=O)N2CCN(C)CC2)cc1 (centres undefined)
    -3 | 0 | 0.2 | 0 | 2 | -1 | -1 | -1 | 0
Cc1ccc(NC(=O)C2Cc3ccccc3C(=O)O2)cc1 (centres undefined)
    3 | 1 | 0.5 | 2 | 15 | 5 | -6 | 1 | 8
COc1ccc(-c2cn3ccc4ccccc4c3n2)cc1
    -4 | 1 | -0.6 | -9 | -4 | -2 | 15 | -2 | 4
Cc1nc(SCc2c(F)cccc2Cl)n[nH]1
    -4 | 1 | 0.2 | 1 | 1 | 0 | -29 | 4 | -4
C=C(C)c1cccc(C(C)(C)NC(=O)N2CCN(c3ccccc3OC)CC2)c1
    -4 | 3 | 2.8 | -2 | 18 | 0 | -16 | 11 | 5
CCOC(=O)CC(=O)CSc1n[nH]c(=O)[nH]c1=O
    4 | 0 | 0.1 | 8 | -18 | 6 | 12 | 4 | -5
CCCc1ccc2oc(C(=O)NCCN3CCCC(C(N)=O)C3)c(C)c2c1 (centres undefined)
    -19 | 2 | 0.5 | -8 | 13 | 6 | -17 | -8 | -16

3 of the entries above in order of their number in M4 antag, ascending:
molecule	M4 antag
Cc1nc(SCc2c(F)cccc2Cl)n[nH]1	-4
CCOC(=O)/C=c1\s/c(=C\c2ccc(C#N)cc2)c(=O)n1CC(=O)Nc1cccc(C)c1C	-3
CCOC(=O)c1cc2c(=O)n3ccccc3nc2n(CCCOC)c1=NC(=O)C(C)(C)C	5

The list continues.
compound | M4 antag | M4 ag | M1 ag parental | M5 ag | CHO-K1 Ca PAM | M5 PAM | CHO-K1 Ca antag | M4 PAM | CHRM5 antagonist
COc1ccc(CCNC(=O)CN(c2ccc(OC)cc2)S(C)(=O)=O)cc1 | -11 | 2 | 0.5 | 1 | 18 | 3 | 2 | 4 | 0
CCOC(=O)N1N=C(c2ccccc2)CC1(O)C(F)(F)F (centres undefined) | -12 | 1 | 0.4 | -3 | 18 | 4 | -13 | 23 | -6
COc1ccc(NC(=O)Nc2ccc3c(c2)C(=O)N([C@H](C)CO)C[C@H](C)[C@@H](CN(C)C(=O)Nc2c(C)noc2C)O3)cc1 | -6 | 0 | 0.1 | 4 | -7 | 1 | -4 | 8 | 11
COc1cccc(N(CC(=O)NC2CCCCC2)C(=O)c2snc(C(N)=O)c2N)c1 | 2 | 1 | -0.3 | 0 | -1 | 3 | 4 | 4 | 7
Cc1c(C(=O)OCCOC(C)C)[nH]c2c1C(=O)CC(C)(C)C2 | -16 | 4 | 1.8 | 2 | 30 | -2 | -10 | 5 | -1
CCOc1cc(C(=O)Nc2ccc(N3CCN(S(C)(=O)=O)CC3)cc2)cc(OCC)c1OCC | -7 | 1 | 0.5 | -4 | 14 | 0 | -8 | 3 | 16
CC1CN(Cc2c(O)ccc3c2oc(=O)c2ccccc23)CC(C)O1 (centres undefined) | -3 | 1 | 1.0 | -1 | 2 | -5 | 2 | -11 | 6
FC(F)(F)c1ccc2c(c1)C1C=CCC1C(c1ccncc1)N2 (centres undefined) | 1 | 0 | 1.2 | 2 | -14 | -2 | -4 | -4 | 9
COc1ccc(CC(=O)Nc2cccc(Cl)c2C)cc1S(=O)(=O)N1CCOCC1 | 9 | 6 | 2.7 | 5 | -9 | -11 | -19 | -6 | 2
COCC1CCN(C(=O)c2cc(COc3cccc4cnccc34)on2)CC1 | -2 | 14 | 15 | 5 | 1 | -13 | 10 | -7 | 7
O=S(=O)(c1ccc2c(c1)OCCO2)N1CCN(S(=O)(=O)c2ccco2)CC1 | -4 | 3 | 1.1 | 1 | 8 | -2 | -4 | -3 | -1
Cn1c(-c2ccccc2)cnc1SCC(=O)NCc1ccco1 | -6 | 1 | 0.0 | 1 | 6 | -4 | -11 | 8 | 6
COc1ccc([C@H]2CC(=O)C[C@@H](CCn3nnc4ccccc43)O2)cc1 | 4 | 0 | 0.3 | 2 | 16 | -7 | -9 | -1 | -3
COc1ccc(/C=N/NC(=O)CN2CCSCC2)c(OC)c1 | -1 | 1 | 0.7 | 1 | 20 | 3 | -7 | 4 | -6
CCn1c(CSc2nnc(C)n2-c2ccccc2)nc2cc(S(=O)(=O)N(C)C)ccc21 | 10 | 1 | 0.4 | -4 | 5 | 7 | 1 | -8 | -8
O=C(CCC(=O)OCC(=O)c1ccc(F)cc1)NC1CCCCC1 | 5 | 0 | -0.2 | 0 | -5 | 0 | 18 | -3 | 0
O=C(NCc1cc(C(F)(F)F)cc(C(F)(F)F)c1)C1CC(c2ccccc2[N+](=O)[O-])=NO1 (centres undefined) | -2 | 3 | 1.5 | 0 | 6 | 2 | -9 | 1 | 5
O=C(COc1ccc(C(=O)c2ccccc2)cc1)NCC(=O)Nc1ccccc1Br | 1 | 1 | 7.4 | 0 | 25 | 2 | -5 | 3 | -5
C=CCN1C(=O)C(CC(=O)NCC)SC1=Nc1ccccc1OC (centres undefined) | -1 | 0 | -0.2 | 0 | 22 | 4 | -3 | 8 | -10
O=C1N(c2ccccc2)CCN1c1ccccc1 | -4 | 0 | -0.4 | -3 | 7 | -6 | 0 | 5 | -5
Cc1ccc2sc(-c3ccc(NC(=O)c4cc(-n5cnnc5)ccc4Cl)cc3)nc2c1 | 7 | 2 | 0.6 | 2 | 7 | -9 | -28 | 4 | 7
CCN1C(=O)[C@@H]2[C@@H](c3ccc(-c4ccc(Cl)c(Cl)c4)c(OC)c3)N3CCC[C@@]3(C(=O)OC)[C@@H]2C1=O | -13 | 5 | 1.0 | 0 | 24 | 11 | -28 | 8 | 0
Cc1cnc(C(=O)OCC(=O)NCc2ccccc2)cn1 | 7 | 0 | 0.1 | 1 | 15 | -1 | -5 | -2 | -2
CCOc1ccccc1N(C(=O)c1ccccc1Cl)C1=NC(C)(C)CS1 | 0 | 0 | 0.3 | -6 | 1 | 1 | -15 | -3 | 8
COC(=O)C1(C(=O)OC)c2cc3c(cc2CN(S(=O)(=O)c2ccc(C)cc2)C1CC(C)=O)OCO3 (centres undefined) | -10 | 1 | / | -2 | / | 7 | / | -1 | -13
CCOC(=O)CN=C/C(C(=O)Nc1nccs1)=C(/C)O | -3 | 1 | -0.1 | 6 | 15 | 6 | -5 | 14 | -3
COc1cccc(C(=O)Nc2nc3c(c(=O)[nH]2)CCCC3)c1 | -2 | 2 | 0.8 | -1 | 16 | 12 | -9 | 11 | -6

Source: PubChem
